LGR2 inh: blocks bursicon-induced cAMP signaling via Drosophila LGR2; HEK293 LGR2, CRE-luciferase, bursicon-stimulated, 4 h; inhibition, % at 9.99 µM; actives 0.35% (n = 380,000);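 active means drop in luminescence signal, shown as inhibition above about 50% in the replicate tests, limit read from the data, passing the limit was not always enough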;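 further: agonist challenge used bursicon conditioned medium at about half maximal strength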
ERAP1 HTS inh: inhibitors of human ERAP1 aminopeptidase; Q9NZ08; recombinant ERAP1, Leu-AMC fluorescence, 60 min; inhibition, % at 10.7 µM; actives 0.15% (n = 340,000);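 active means mean replicate inhibition of at least 30%, or all replicates individually reaching that 30% level; inactive means mean below 30% and not every replicate reaching it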;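 further: 0% = neutral control wells and 100% = L-leucinethiol positive control wells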
Target sequence (Q9NZ08 whole entry, looked up): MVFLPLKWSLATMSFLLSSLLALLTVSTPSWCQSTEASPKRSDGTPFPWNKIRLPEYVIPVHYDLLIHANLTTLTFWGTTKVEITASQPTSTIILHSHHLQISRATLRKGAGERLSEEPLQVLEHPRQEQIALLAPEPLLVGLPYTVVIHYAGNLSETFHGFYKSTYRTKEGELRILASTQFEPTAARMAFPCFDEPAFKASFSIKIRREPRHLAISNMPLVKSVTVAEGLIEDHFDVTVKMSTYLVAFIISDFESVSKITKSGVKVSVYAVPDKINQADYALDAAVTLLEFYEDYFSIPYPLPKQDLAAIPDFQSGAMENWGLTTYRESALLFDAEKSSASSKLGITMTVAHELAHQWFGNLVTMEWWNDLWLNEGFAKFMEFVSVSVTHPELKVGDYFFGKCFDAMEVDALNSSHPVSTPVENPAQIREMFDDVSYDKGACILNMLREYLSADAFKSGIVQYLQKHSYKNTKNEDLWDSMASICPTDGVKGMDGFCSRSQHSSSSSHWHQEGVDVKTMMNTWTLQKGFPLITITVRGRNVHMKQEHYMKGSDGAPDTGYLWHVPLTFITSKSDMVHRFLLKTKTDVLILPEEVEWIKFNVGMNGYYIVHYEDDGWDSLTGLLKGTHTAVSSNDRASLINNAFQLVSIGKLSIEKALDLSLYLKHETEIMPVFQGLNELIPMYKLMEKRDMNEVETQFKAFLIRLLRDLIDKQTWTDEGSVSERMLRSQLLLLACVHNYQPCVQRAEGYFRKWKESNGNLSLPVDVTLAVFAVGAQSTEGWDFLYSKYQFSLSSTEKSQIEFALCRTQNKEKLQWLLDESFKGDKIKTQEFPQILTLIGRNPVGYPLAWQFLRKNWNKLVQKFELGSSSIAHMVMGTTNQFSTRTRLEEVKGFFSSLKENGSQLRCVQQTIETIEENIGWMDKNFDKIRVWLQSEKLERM
S100A4 MyoIIA: blocks human S100A4 binding to myosin IIA peptide; P26447; actives 0.14% (n = 360,000); inhibition, % at 10.7 µM; S100A4/TAMRA-MyoIIA peptide fluorescence polarization;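 active means mean inhibition of at least 70% across replicates, with every replicate also reaching that level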
Target sequence (P26447 whole entry, looked up): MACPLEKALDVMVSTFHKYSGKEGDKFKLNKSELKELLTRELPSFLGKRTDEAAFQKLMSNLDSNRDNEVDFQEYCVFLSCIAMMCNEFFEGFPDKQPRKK
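Assay system: human S100A4 monomer with TAMRA-labelled myosin IIA peptide / Buffer or medium: Calcium-containing HEPES buffer, pH 7.2 / Reagent: TAMRA-labelled myosin IIA heavy-chain peptide probe, 5 nM / Compound: one dose per compound / Timing: polarization read 5 min after assay mix addition, stable 5–60 min / Benchmarks: neutral control DMSO, positive control TFP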
SIRT5 inh: blocks human SIRT5 desuccinylation of peptide; Q9NXA8; Purified SirT5, succinyl-peptide AMC, trypsin-coupled fluorescence; inhibition, % at 15 µM; actives 1.1% (n = 330,000); AID 652115; in the data active means inhibition above about 15%
PGC1a acetyl inh: PGC1a acetylation modulation, inhibitor mode; U2OS PGC1a acetylation, AlphaScreen anti-acetyl-lysine; with virally co-expressed GCN5 acetyltransferase; inhibition, % at 15.6 µM; actives 0.17% (n = 350,000); AID 651687;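 active means every replicate shows inhibition of at least 40%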;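 further: 0% = neutral control wells and 100% = positive control wells; some results beyond the cut were filed as inactive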
XiGFP reactiv: activators of X-chromosome reactivation in mouse fibroblasts; XiGFP mouse fibroblasts, % GFP-positive cells imaging, 3 d; cells co-treated with 5-aza-dC sensitizer; scaled so ellipticine positive control = 100%; activation, % at 7.58 µM; actives 0.055% (n = 360,000);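 active means mean normalized replicate activation at least 10% and every replicate at or above 10%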;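 further: 0% = median of on-plate neutral control wells and 100% = ellipticine 6 µM median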
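material = 68-5-11 XiGFP fibroblast line | medium = DMEM plus 5-aza-dC sensitizer | schedule = 3 days compound exposure | benchmarks = positive control ellipticine, 6 µM final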
Cneo AK release: Cryptococcus neoformans lysis via adenylate kinase release; C. neoformans lysis, adenylate kinase release luminescence, 4 h; normalised: neutral wells 0, clomiphene wells 100; lysis activity, % at 15 µM; actives 0.2% (n = 360,000); AID 651654;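 active means mean lysis activity across replicates of at least 80%, whatever share of replicates individually reach that level; inactive means mean lysis activity below 80%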
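Material – log-phase Cryptococcus neoformans yeast cells · Input – 5 × 10^6 yeast cells/mL · Medium – fresh YPD growth medium · Doses – single compound concentration per well · Timing – static 4 h at 37 °C with compound, 1 h detection · Detection – adenylate kinase release luminescence · Read-out – signal increase indicating cell lysis · Control set – Clomiphene as positive lysis control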
Statin myotox sup: suppression of simvastatin myotoxicity; actives 0.78% (n = 330,000); C2C12 myotubes + simvastatin, ATP luminescence, 48 h; scaled: DMSO 0, geranylgeraniol control 100; rescue of ATP level, % at 7.49 µM; AID 602340;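 active means mean ATP rescue above about 67%, or every replicate alone reaching that limit, limit read from the data, passing the limit was not always enough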;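 further: myotubes were challenged with 10 µM simvastatin during compound exposure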
* = called active by the depositor; nt = no result given. This is a subset; count on the stated rates, not on these rows.

SMILES	LGR2 inh	ERAP1 HTS inh	S100A4 MyoIIA	SIRT5 inh	PGC1a acetyl inh	XiGFP reactiv	Cneo AK release	Statin myotox sup
CCOCCCNC(=O)c1c(N)n(-c2ccc(S(N)(=O)=O)cc2)c2nc3ccccc3nc12	5.7	nt	nt	nt	5.9	nt	-0.2	-4.1
COc1ccc(NC(=O)N(C)C[C@H]2OCc3ccccc3-c3c(n(C)c4ccccc34)C(=O)N([C@H](C)CO)C[C@@H]2C)c(OC)c1	-0.6	0.9	-6.6	4.9	7.4	1.4	-1.3	nt
C[C@@H]1CN([C@@H](C)CO)C(=O)c2cc(NC(=O)c3ccncc3)ccc2O[C@H]1CN(C)S(=O)(=O)c1cn(C)cn1	20.3	2.5	-0.9	2.1	5.0	0.1	1.1	17.2
COc1cc(/C=C/C(=O)OCC(=O)NCC2CCCCC2)ccc1O	14.6	-0.5	0.8	2.9	nt	0.0	-2.0	6.4
COc1ccc(S(=O)(=O)Nc2ccc3c(c2)OC[C@@H](C)N(Cc2cc(F)ccc2F)C[C@@H](C)[C@H](OC)CN(C)C3=O)cc1	-20.5	2.3	4.0	9.1	2.2	0.3	5.0	59.7
CN(Cc1ccccc1)S(=O)(=O)c1ccc2c(c1)NC(=O)CC(=O)N2	5.0	nt	nt	nt	11.2	0.1	3.9	9.0
NNC(=O)CNC(c1ccccc1)c1cc(Br)ccc1NC(=O)c1cccc(Cl)c1 (stereo not drawn)	8.6	-1.1	-5.6	nt	-3.2	0.6	6.3	-3.9
O=C(C[C@@H]1C=C[C@H](NC(=O)c2ccccc2)[C@@H](CO)O1)NCc1ccncn1	-4.0	-0.8	-0.6	1.3	-2.8	-0.4	-3.5	-5.8
CC(C)(O)CC[C@@H](O)[C@](C)(O)C1CC[C@@]2(O)C3=CC(=O)[C@]4(O)C[C@@H](O)[C@@H](O)C[C@]4(C)C3CC[C@]12C (stereo partly drawn)	4.0	-3.3	-4.0	nt	-7.6	0.0	2.6	5.5
COCCN1C(=O)N[C@@H](c2cccc(C(F)(F)F)c2)[C@@H](C(=O)OC)[C@H]1C	11.2	nt	nt	nt	2.3	0.0	2.8	3.8
O=C(CN(C(=O)CSc1nc2ccccc2o1)c1ccccc1)NC1CCCCC1	5.1	nt	nt	nt	-8.8	nt	-4.2	46.8
Cc1cc(-c2ccc(C)c(S(=O)(=O)NCCCN3CCN(c4ccccc4F)CC3)c2)on1	-2.2	-1.3	-3.7	-1.8	nt	0.1	11.3	-8.1
CCn1c(Cc2ccc(OC)cc2)nnc1SCC(=O)Nc1ccc(N2CCOCC2)cc1	-0.3	0.2	3.2	4.1	17.1	0.2	-4.8	1.3
COC(=O)[C@@]12C[C@@H](CC(=O)NCCc3ccccc3OC)C(=O)N(Cc3ccco3)C1=CCC(C)(C)C2	-3.2	nt	-7.3	0.2	nt	0.0	nt	nt
O=C1CCC([N+](=O)[O-])C(c2cccc([N+](=O)[O-])c2)N1 (stereo not drawn)	5.3	-1.0	-7.8	-0.1	2.4	0.0	nt	nt
Cc1cc(C)cc(N(CCC#N)C(=O)CSc2n[nH]c(N)n2)c1	-1.9	-0.8	-2.2	-1.6	1.7	0.0	-0.5	2.4
O=C1N(Cc2cccc(Cl)c2)C[C@@H]2C[C@@H](c3ccccn3)N3CCC[C@@]123	-27.1	-1.0	-9.1	-0.9	-3.7	0.0	0.2	1.4
COC(=O)C1CCN(C(=O)COC(=O)C2CCN(S(=O)(=O)c3ccc(C)c(C)c3)CC2)CC1	-4.7	4.2	-3.2	-3.2	nt	0.2	nt	nt
CN1CCN(C(N)=NC(=O)c2ccccc2)CC1	13.9	3.8	0.5	-0.9	nt	0.5	nt	nt
S=c1[nH]c2cc(Br)cnc2[nH]1	nt	1.4	-15.9	-2.1	nt	-0.1	nt	nt
CCc1ccccc1NC(=O)C1C2C=CC(O2)C1C(=O)O (stereo not drawn)	-3.0	-1.5	0.7	0.8	4.5	0.0	-0.7	4.9
C[C@@H]1CN([C@H](C)CO)C(=O)c2cc(NC(=O)NC3CCCCC3)ccc2O[C@@H](C)CCCCO[C@@H]1CN(C)Cc1ccncc1	9.0	0.3	5.5	0.2	0.4	0.3	2.8	-14.6
O=C(CCC1CCCCC1=O)c1ccccc1 (stereo not drawn)	nt	1.9	-0.4	0.6	-3.4	nt	-1.4	-1.6
CC(C)Oc1ccc(S(=O)(=O)N2CCCCC2)cc1NC(=O)CN1C(=O)NC2(CCCC2)C1=O	-2.5	2.3	-6.0	0.2	nt	-0.1	nt	5.3
Cc1ccc(/C(N)=N/OC(=O)c2ccc3ccccc3c2)cc1	-15.0	-4.9	5.1	-2.2	3.3	-0.1	0.2	nt

Some of these compounds in order of number of heavy atoms, lowest first:
SMILES	LGR2 inh	ERAP1 HTS inh	S100A4 MyoIIA	SIRT5 inh	PGC1a acetyl inh	XiGFP reactiv	Cneo AK release	Statin myotox sup
CN1CCN(C(N)=NC(=O)c2ccccc2)CC1	13.9	3.8	0.5	-0.9	nt	0.5	nt	nt
COc1cc(/C=C/C(=O)OCC(=O)NCC2CCCCC2)ccc1O	14.6	-0.5	0.8	2.9	nt	0.0	-2.0	6.4
COCCN1C(=O)N[C@@H](c2cccc(C(F)(F)F)c2)[C@@H](C(=O)OC)[C@H]1C	11.2	nt	nt	nt	2.3	0.0	2.8	3.8
O=C(CN(C(=O)CSc1nc2ccccc2o1)c1ccccc1)NC1CCCCC1	5.1	nt	nt	nt	-8.8	nt	-4.2	46.8
Cc1cc(-c2ccc(C)c(S(=O)(=O)NCCCN3CCN(c4ccccc4F)CC3)c2)on1	-2.2	-1.3	-3.7	-1.8	nt	0.1	11.3	-8.1
CC(C)(O)CC[C@@H](O)[C@](C)(O)C1CC[C@@]2(O)C3=CC(=O)[C@]4(O)C[C@@H](O)[C@@H](O)C[C@]4(C)C3CC[C@]12C (stereo partly drawn)	4.0	-3.3	-4.0	nt	-7.6	0.0	2.6	5.5
COC(=O)[C@@]12C[C@@H](CC(=O)NCCc3ccccc3OC)C(=O)N(Cc3ccco3)C1=CCC(C)(C)C2	-3.2	nt	-7.3	0.2	nt	0.0	nt	nt
C[C@@H]1CN([C@@H](C)CO)C(=O)c2cc(NC(=O)c3ccncc3)ccc2O[C@H]1CN(C)S(=O)(=O)c1cn(C)cn1	20.3	2.5	-0.9	2.1	5.0	0.1	1.1	17.2
C[C@@H]1CN([C@H](C)CO)C(=O)c2cc(NC(=O)NC3CCCCC3)ccc2O[C@@H](C)CCCCO[C@@H]1CN(C)Cc1ccncc1	9.0	0.3	5.5	0.2	0.4	0.3	2.8	-14.6

The list goes on:
SMILES	LGR2 inh	ERAP1 HTS inh	S100A4 MyoIIA	SIRT5 inh	PGC1a acetyl inh	XiGFP reactiv	Cneo AK release	Statin myotox sup
Cc1noc(C)c1S(=O)(=O)Nc1ccc2c(c1)C(=O)N([C@@H](C)CO)C[C@@H](C)[C@@H](CN(C)S(=O)(=O)c1ccc(Cl)cc1)OCCCC[C@H](C)O2	9.5	1.7	-29.1	7.8	nt	0.0	-2.1	140.0*
CCS(=O)(=O)Nc1ccc2c(c1)C(=O)N(C)C[C@H](OC)[C@@H](C)CN(C(=O)C1CC1)[C@@H](C)CO2	1.1	2.5	3.1	1.1	4.8	-0.2	-2.8	-8.9
O=C(O)CCN1C(=O)C2C3c4ccccc4C(c4ccccc43)C2C1=O (stereo not drawn)	6.3	-1.4	0.1	-5.8	nt	-0.1	nt	-9.3
O=C(Nc1ccc(C(=O)O)cc1)/C(=C/c1cccc(Br)c1)NC(=O)c1ccco1	-7.5	2.7	2.3	-0.8	-2.0	0.1	-1.4	2.9
CCOC(=O)c1c(NC(=O)COC(=O)Cc2ccccc2[N+](=O)[O-])sc(C(=O)N(C)C)c1C	-0.9	-2.4	-4.3	0.4	nt	-0.1	0.3	-7.2
COCCNC(=O)C[C@@H]1C=C[C@H](NS(=O)(=O)c2ccc(C)cc2)[C@H](CO)O1	4.7	3.1	-1.2	2.4	7.6	-0.1	-1.0	2.3
COc1cc(C2c3cc4c(cc3OC(NNC(N)=O)C2C)OCO4)cc(OC)c1OC (stereo not drawn)	-9.3	-0.9	-7.2	0.3	-15.8	1.4	nt	nt
CC1(C)Cc2c(cnn2-c2cccc(F)c2)C(NC(=O)CSc2ccncc2)C1 (stereo not drawn)	-6.1	-2.1	-4.3	-6.8	nt	-0.1	7.3	-1.5
CCc1nc2ccc(C(=O)N3CCN(c4ccccc4)CC3)cn2c1N(C)CCCc1ccccc1	23.8	-3.6	-5.6	nt	-5.2	0.1	4.8	50.7
C[C@@H]1C(=O)O[C@H]2CC34[C@H]5C[C@@H](C(C)(C)C)[C@]36[C@@H](OC(=O)[C@@H]6O)O[C@@]4(C(=O)O5)[C@]21O (stereo partly drawn)	3.5	-0.8	1.9	-1.0	9.7	0.1	0.0	9.1
CN(C)/N=C/c1ccc(N2CCOCC2)cc1	-5.9	5.7	9.6	-3.0	nt	0.0	1.0	5.1
OC1c2c(F)cccc2N=C2CCCCCN21 (stereo not drawn)	4.4	-1.5	-0.1	-8.5	nt	0.7	-0.4	11.8
CC(=O)NS(=O)(=O)c1ccc2sc(C)nc2c1	-6.1	2.4	4.0	-2.4	-11.3	0.0	-1.6	-2.1
O=C(CCNS(=O)(=O)c1ccc(Br)cc1)NC1CCC(O)CC1 (stereo not drawn)	3.3	0.9	2.7	-4.1	nt	0.4	-2.5	1.6
Cc1cnc(-c2nc3ccccc3n2C(C(=O)Nc2c(C)cccc2C)C2CC2)cn1 (stereo not drawn)	-14.7	-1.8	-5.7	nt	nt	0.2	nt	nt
C[C@@H]1CCCCO[C@@H](CN(C)C(=O)Nc2ccc3c(c2)OCO3)[C@H](C)CN([C@@H](C)CO)C(=O)c2cc(NC(=O)c3ccncc3)ccc2O1	-21.4	-0.1	-15.2	-4.3	-6.1	0.0	1.7	nt
CC(C)c1ccc(NC(=O)CSc2nc(=O)n(CCN3CCOCC3)c3c2CCC3)cc1	-4.4	3.4	-0.1	7.0	nt	-0.1	nt	-27.2
O=C(NCC(c1ccco1)N1CCc2ccccc2C1)c1ccc(F)cc1 (stereo not drawn)	6.8	-3.3	-1.2	0.5	-1.3	0.0	nt	11.8
COc1ccc(N(CC(=O)NCCSc2ccccc2)S(=O)(=O)c2ccccc2)cc1	-3.0	-0.5	-2.3	-0.5	0.0	0.0	2.3	1.1
CCN(CC)CCOC(=O)c1ccc(NC(=O)CCCN2C(=O)/C(=C\c3cccs3)SC2=S)cc1	7.5	0.6	-11.9	-2.5	2.3	-0.1	5.6	-13.1
COCCN(C(=O)CSc1nnc(-c2ccccc2F)n1C)c1c(N)n(Cc2ccccc2)c(=O)[nH]c1=O	nt	4.2	-5.8	-0.9	-0.6	0.0	2.9	7.6
O=C(C1Cc2ccccc2CN1S(=O)(=O)c1ccccc1[N+](=O)[O-])N1CCOCC1 (stereo not drawn)	2.0	0.3	-3.8	-0.4	-2.5	-0.1	0.7	-1.4
Cc1cccc(-c2nnc(NC(=O)c3cccs3)s2)c1	-38.9	0.8	3.9	-4.1	0.2	0.0	2.7	2.5
O=C(N[C@H]1CC[C@@H](CCn2cc(Cc3ccccc3)nn2)O[C@@H]1CO)c1cnccn1	1.9	0.9	-0.3	-4.9	3.9	0.2	4.6	-7.2
CC(C)C(NC(=O)c1ccccc1)c1nnc(SCC(=O)NC2CCCC2)n1C (stereo not drawn)	0.8	-6.7	-1.2	-4.2	-6.6	0.0	0.7	1.2
